H9c2 TAG inh – inhibitors of triacylglycerol accumulation, primary screen, cell-based, uHTS, fluorescence, H9c2. H9c2 cells, Nile Red lipid (TAG) fluorescence; cells loaded with 200 µM oleic acid. inhibition, % at 12.5 µM. hit rate 0.66% among 230,000;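 active means pattern-corrected inhibition of lipid staining of at least 50% with the nuclear-stain viability signal not falling by more than 50%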;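 further: 0% = DMSO wells and 100% = triacsin C control wells; some results filed as inactive read as strong as hits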
H9c2 TAG inh DAPI viability – also measured in H9c2 TAG inh; calls as there; DAPI nuclei signal change (viability), lower = more cytotoxic, %;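 whole-well DAPI fluorescence read on a plate reader as a viability signal; minus 50 percent equals half of cells still viable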
* marks the source's active call; other numbers are inactive results.

1	CCCCN1C(=O)C(CC(=O)NCC2CCCCC2)CC(C(=O)N2CCOCC2)=C1C (configuration not stated)
2	OCC1CCCN(C(=S)Nc2ccc(Nc3ccccc3)cc2)C1 (configuration not stated)
3	c1ccc(N(c2ccccc2)c2nc(-n3ccnc3)nc(-n3ccnc3)n2)cc1
4	COCC(=O)Nc1c(I)c(C(=O)NCC(O)CO)c(I)c(C(=O)N(C)CC(O)CO)c1I (configuration not stated)
5	O=C1C=C(c2ccc(Cl)cc2)C(=O)N1Nc1ccccc1
6	COC(=O)Nc1ccc(C)cc1NC(=O)OC
7	COc1cc(OC)cc(C(=O)NCC(=O)OCC(=O)N2CCc3ccccc32)c1
8	CCOC(=O)C1=C(N)OC2=C(C(=O)CC(C)(C)C2)C1c1ccccc1OC (configuration not stated)

screen / no. | 1 | 2 | 3 | 4 | 5 | 6 | 7 | 8
H9c2 TAG inh | 8 | 4 | -4 | 10 | 4 | -13 | 11 | -13
H9c2 TAG inh DAPI viability | -2 | -6 | 5 | -2 | -4 | 5 | 3 | 5

9	CN(C)S(=O)(=O)c1cccc(NC(=O)COC(=O)c2ccc(Br)o2)c1
10	O=C(CN1CCOc2ccccc21)NC1CCCCCCC1
11	CC(C)(C)c1ccc(-c2n[nH]c(=S)n2CCCN2CCOCC2)cc1
12	O=C(CCc1ccccc1)NNC(=O)c1ccc(Cl)cc1
13	NC(=O)c1ccc(Cn2c(C(=O)c3cc(Cl)c(N)c(Cl)c3)c3ccccc3[n+]2[O-])cc1
14	COc1ccc(CCNC(=O)COC(=O)C2=NNC(=O)CC2)cc1
15	CC(=O)c1sc(-c2ccc(Cl)cc2)cc1N
16	CC(C)(CO)NCC#Cc1ccccc1

screen / no. | 9 | 10 | 11 | 12 | 13 | 14 | 15 | 16
H9c2 TAG inh | -10 | 28 | 14 | -2 | 23 | 2 | -16 | 1
H9c2 TAG inh DAPI viability | 1 | -43 | 1 | -7 | 0 | 9 | 5 | 1

17	Cc1nc(C(F)(F)F)ccc1C(=O)Nc1ccccc1N1CCOCC1
18	CN(C(=O)c1cccc(NC(=O)C2CCCN(C(=O)OC(C)(C)C)C2)c1)C1CCC1 (configuration not stated)
19	Cc1cc(Nc2ccc3c(c2)OCCO3)n2nc(C)nc2n1
20	CC(=O)N1CCc2cc(Br)cc(S(=O)(=O)NCc3ccccn3)c21
21	CCc1nc2ccc(C(=O)NCCc3ccccn3)cn2c1N(CC)CCOC
22	O=C(CNC(=O)c1ccc(OC(F)F)cc1)NCC1CCCO1 (configuration not stated)
23	O=C(/C=C/c1ccc([N+](=O)[O-])cc1)Nc1cccnc1
24	O=S(=O)(c1ccccc1)N1CCC(O)(CSc2ccc(F)cc2)CC1

screen / no. | 17 | 18 | 19 | 20 | 21 | 22 | 23 | 24
H9c2 TAG inh | 1 | 7 | -10 | -2 | 9 | 23 | 18 | -18
H9c2 TAG inh DAPI viability | -1 | -1 | 0 | 7 | -5 | 2 | -7 | -12

25	CN1CCN(C(=O)c2ccc(CNS(=O)(=O)c3cccc(Cl)c3)cc2)CC1
26	CC1CCN(CCC(=O)Nc2ccccc2)CC1
27	O=C1NC(=O)/C(=C\c2ccsc2)N1
28	CN1C(=O)Cc2cc(S(=O)(=O)N3CCOCC3)ccc21
29	Cc1cc(C(=O)N2CCCC(Nc3ccc(F)cc3)C2)n(C)n1 (configuration not stated)
30	CCCCCc1ccc(-c2cn(Cc3cccc(OC)c3)nn2)cc1
31	O=[N+]([O-])c1ccc(O)c(Nc2ncnc3ccc(Br)cc23)c1
32	O=C1C=C(c2n[nH]nc2-c2ccccc2)C[C@@H](c2ccc(F)cc2)C1

screen / no. | 25 | 26 | 27 | 28 | 29 | 30 | 31 | 32
H9c2 TAG inh | -15 | -21 | -1 | -17 | -7 | 8 | -1 | -4
H9c2 TAG inh DAPI viability | -2 | 4 | 0 | 12 | 1 | 3 | 10 | -14

Structural class, the compounds so far with a tert-butyl group.
11	CC(C)(C)c1ccc(-c2n[nH]c(=S)n2CCCN2CCOCC2)cc1
18	CN(C(=O)c1cccc(NC(=O)C2CCCN(C(=O)OC(C)(C)C)C2)c1)C1CCC1 (configuration not stated)

screen / no. | 11 | 18
H9c2 TAG inh | 14 | 7
H9c2 TAG inh DAPI viability | 1 | -1

Next results follow.
33	C#CCNC(=O)C1=C[C@@H](c2ccc(C#C)cc2)[C@H](CCCO)[C@@H](OCC)O1
34	Cc1ccccc1S(=O)(=O)Cc1ccc(C(=O)NCCN2CCCCC2C)o1 (configuration not stated)
35	Cc1nn2c(-c3cccc(NC(=O)CSc4nc5ccccc5o4)c3)nnc2c2ccccc12
36	O=C(CCc1nc2ccccc2s1)NCc1ccccc1F
37	O=C(c1cnn2c(C(F)(F)F)cc(-c3cccs3)nc12)N1CCN(C(c2ccccc2)c2ccccc2)CC1
38	CC(=O)N(c1c(C)n(C)n(-c2ccccc2)c1=O)C1(C(=O)NC2CCCC2)CCCCC1
39	CCc1cc2ccc(C)cc2nc1SCC(=O)Nc1cc(C)on1
40	O=C(Nc1cccc(C(F)(F)F)c1)c1csc(-c2ccncc2)n1

screen / no. | 33 | 34 | 35 | 36 | 37 | 38 | 39 | 40
H9c2 TAG inh | -5 | -4 | 33 | -13 | 29 | -46 | 6 | 1
H9c2 TAG inh DAPI viability | 2 | -9 | -2 | 1 | -8 | 7 | -5 | -2

41	COc1ccc2[nH]c(=O)c(CNc3ccccc3OC)cc2c1
42	CCCCC1=CC2=C(c3ccco3)C(=O)C(C)(OC(=O)c3ccc(OC)cc3)C(=O)C2=CN1CCc1ccccn1 (configuration not stated)
43	C[C@@H]1CN([C@@H](C)CO)C(=O)CCCn2nncc2CO[C@H]1CN(C)C(=O)Nc1cccc2ccccc12
44	O=C1NC(=O)N2CCSC2(Cc2ccccc2)N1 (configuration not stated)
45	CCCS(=O)(=O)c1c(S(=O)(=O)CCC)c2c(C(N)=O)cccn2c1C(=O)c1ccc(F)cc1
46	CC(=O)NS(=O)(=O)c1ccc(NC(=O)CSc2ccccc2)cc1
47	CCS(=O)(=O)n1nc(-c2ccco2)nc1N
48	CC(Oc1ccc(Cl)cc1)/C(N)=N/O (configuration not stated)

screen / no. | 41 | 42 | 43 | 44 | 45 | 46 | 47 | 48
H9c2 TAG inh | -4 | 2 | -18 | -16 | 22 | -10 | 15 | 22
H9c2 TAG inh DAPI viability | -1 | 6 | 5 | 5 | -15 | -1 | -10 | -4

Gathered by group, the entries above containing a CF3 group.
17	Cc1nc(C(F)(F)F)ccc1C(=O)Nc1ccccc1N1CCOCC1
37	O=C(c1cnn2c(C(F)(F)F)cc(-c3cccs3)nc12)N1CCN(C(c2ccccc2)c2ccccc2)CC1
40	O=C(Nc1cccc(C(F)(F)F)c1)c1csc(-c2ccncc2)n1

screen / no. | 17 | 37 | 40
H9c2 TAG inh | 1 | 29 | 1
H9c2 TAG inh DAPI viability | -1 | -8 | -2

Among those listed so far, 3 contain two or more sulfur atoms.
24	O=S(=O)(c1ccccc1)N1CCC(O)(CSc2ccc(F)cc2)CC1
45	CCCS(=O)(=O)c1c(S(=O)(=O)CCC)c2c(C(N)=O)cccn2c1C(=O)c1ccc(F)cc1
46	CC(=O)NS(=O)(=O)c1ccc(NC(=O)CSc2ccccc2)cc1

screen / no. | 24 | 45 | 46
H9c2 TAG inh | -18 | 22 | -10
H9c2 TAG inh DAPI viability | -12 | -15 | -1

The list goes on:
49	CC(=O)N(CCc1ccccc1C)Cc1cc2cc3c(cc2[nH]c1=O)OCO3
50	COc1ccc(Cl)cc1NC(=O)COC(=O)Cc1cc(OC)c(OC)c(OC)c1
51	CC(=O)Nc1ccc(CNc2nc3cc(-c4ccccc4C)sc3c(=O)n2C)cc1
52	CC1CN(C(=O)N2c3ccccc3Sc3ccccc32)C(C)CC1=O (configuration not stated)
53	CC(=O)Nc1ccc(OCCC[n+]2ccccc2)cc1
54	O=C(Nc1nnc(-c2cccs2)o1)c1cccc(Oc2ccccc2)c1
55	COc1ccc(N(CC(=O)NCC2CCCO2)S(=O)(=O)c2ccc(C)cc2)cc1OC (configuration not stated)
56	CC(=O)c1c(-c2ccc(C)cc2)nc2c3ccccc3ccn12

screen / no. | 49 | 50 | 51 | 52 | 53 | 54 | 55 | 56
H9c2 TAG inh | 0 | 2 | 12 | -9 | 15 | 9 | 6 | -26
H9c2 TAG inh DAPI viability | -4 | -6 | -4 | -10 | -1 | 5 | -13 | 23

57	CCC(C(=O)NCc1ccc(OC)cc1)n1nc(C)n2c(cc3occc32)c1=O (configuration not stated)
58	Cn1cnc2c(N3CCCCC3)nccc21
59	C/C(NC(=O)c1cccc(F)c1)=C1/C(=O)C[C@@H]2[C@H]1C2(C)C
60	O=S1(=O)CCOC(CO)CN1Cc1ccc(Cl)c(Cl)c1 (configuration not stated)
61	COCCN(CC(=O)Nc1cccc(C)c1C)C(=O)C1CCN(S(=O)(=O)c2ccccc2)CC1
62	CC(=O)NCCNc1nc2cc(-c3cscc3C)sc2c(=O)n1C
63	O=C(CCCN1C(=O)c2ccccc2C1=O)Nc1ccc2c(c1)OCCO2
64	CCOC(=O)C1(Cc2cccc(OC)c2)CCN(Cc2ccc(C)s2)CC1

screen / no. | 57 | 58 | 59 | 60 | 61 | 62 | 63 | 64
H9c2 TAG inh | -13 | 10 | -19 | -10 | -15 | -8 | 4 | -17
H9c2 TAG inh DAPI viability | 11 | 0 | 0 | -10 | -6 | -8 | -11 | 28

65	COc1ccc(N2C(=O)c3ccc(C(=O)OC(C)C)cc3C2=O)cc1
66	O=C(CN1CCCC1)Nc1ccccc1C(=O)c1ccccc1
67	CCC(=O)Oc1ccc(/C(CC)=C(\CC)c2ccc(OC(=O)CC)cc2)cc1
68	O=C(c1ccc(Br)c(S(=O)(=O)N2CCCCC2)c1)N1CCCCC1
69	Fc1ccc(NC(=S)NC2CCN(Cc3ccccc3)CC2)cc1
70	CCn1c(COc2ccc(=O)n(-c3ccccc3)n2)nnc1SCc1cccc(OC)c1
71	COCCn1c(SCC(=O)N2CC(=O)Nc3ccccc32)nnc1-c1ccoc1C
72	CC(C)Cc1nnc(NC(=O)CSc2ncn[nH]2)s1

screen / no. | 65 | 66 | 67 | 68 | 69 | 70 | 71 | 72
H9c2 TAG inh | -3 | 5 | 3 | -17 | -13 | 12 | -1 | -2
H9c2 TAG inh DAPI viability | -1 | 2 | 4 | -2 | -2 | 4 | -3 | -4

73	CNC(=O)c1cc(S(=O)(=O)Nc2ccc(C)cc2C)ccc1C
74	COc1ccc2[nH]c3c(c2c1)CCN1C(=O)C(CC(=O)NCCC2=CCCCC2)C[C@H](C(=O)N(C(C)C)C(C)C)[C@@]31C (some centres not stated)
75	CC(=O)N1CCN(CC(=O)c2ccc(Br)cc2)CC1
76	CC(=O)N[C@H]1[C@H](OCc2ccccc2F)O[C@H](COC(C)=O)[C@@H](OC(C)=O)[C@@H]1OC(C)=O
77	Cc1cc(C)n(-c2nc(NCCO)c3c4c(sc3n2)CCCC4)n1
78	CCCCNC(=O)C1(C)CCCCN1C(=O)c1cncc(Br)c1 (configuration not stated)
79	CCCC(=O)C1=C(N(C)c2ccccc2)CC(C)(C)C(C(=O)OC)C1=O (configuration not stated)
80	Cc1cccc(N2CCN(C(=O)Cn3nc(C)n4cccc4c3=O)CC2C)c1 (configuration not stated)

screen / no. | 73 | 74 | 75 | 76 | 77 | 78 | 79 | 80
H9c2 TAG inh | 6 | 36 | -3 | 10 | 2 | -1 | -38 | -7
H9c2 TAG inh DAPI viability | -5 | -11 | 8 | -2 | 5 | -4 | 8 | 4

81	C/C(=C\C(=O)c1cccnc1)Nc1ccc(O)cc1
82	Cc1ccc(-c2nnc3ccc(SC(C)C(=O)O)nn23)cc1 (configuration not stated)
83	CCc1ccc(C(=O)NN=C2CCCCCC2)s1
84	COc1cccc(NC(=O)NCCc2ccc(Cl)cc2)c1
85	CCCCNC(=O)C1CCN(Cc2ccccn2)CC1
86	Cc1ccc(CC2CC(=O)N(C(Cc3ccccc3)C(=O)O)C2=O)cc1 (configuration not stated)
87	Cc1ccc(Nc2nc(N)nc(CN3CCN(Cc4ccc5c(c4)OCO5)CC3)n2)cc1C
88	COc1ccc(OC)c(CN2CCN(Cc3ccc(OC)c(OC)c3OC)CC2)c1

screen / no. | 81 | 82 | 83 | 84 | 85 | 86 | 87 | 88
H9c2 TAG inh | -3 | -13 | -9 | -10 | 10 | -6 | 2 | -4
H9c2 TAG inh DAPI viability | -18 | 7 | -1 | 11 | -10 | -10 | 9 | 8

89	Cc1cccn2c(=O)c3cc(S(=O)(=O)c4ccc(F)cc4)c(=N)n(Cc4ccco4)c3nc12
90	C=CCN(c1ccccc1)S(=O)(=O)c1cc2c(cc1C)N(C)CCO2
91	O=[N+]([O-])c1ccc(Cl)cc1N1CCOCC1
92	COc1ccc(CCN2CC(C(=O)Nc3nnc(Cc4ccccc4)s3)CC2=O)cc1OC (configuration not stated)
93	COc1ccc(OC)c(NC(=O)CSc2ccc3nnc(-c4ccccn4)n3n2)c1
94	COc1ccc(N2CCN(c3cc(C)c4cccc(C)c4n3)CC2)cc1
95	Cc1cc(C(=O)NN=Cc2c(C)[nH]c3ccccc23)c(C)o1

screen / no. | 89 | 90 | 91 | 92 | 93 | 94 | 95
H9c2 TAG inh | 18 | -20 | -3 | 0 | 12 | 21 | -5
H9c2 TAG inh DAPI viability | 10 | 3 | 4 | 1 | -5 | 9 | 2

The list is partial (hit frequency here may not be typical).
